Bioassay records: PubChem BioAssay, National Center for Advancing Translational Sciences (NCATS)
ELG1 DNA repair: qHTS screen for small molecules that inhibit ELG1-dependent DNA repair in human embryonic kidney (HEK293T) cells expressing luciferase-tagged ELG1. HEK293T ELG1-luciferase reporter, luminescence, 16 h; DNA damage induced by 5-fluorouridine. Potency, µM (highest dose often 46.1 µM), inactives show at the top dose activity change, negative = inhibition, hits mostly inhibitors. hit rate 2.3% among 330,000. AID 504467, 2011; further: potency means the concentration at half of the fitted maximal effect; on the % scale 0 is the no-effect control and ±100 the full control effect; nearly all actives have a fitted effect of over 55% in size
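DMSO vehicle served as the neutral condition. Each well held 2,000 cells given 5-fluorouridine plus compound; after 16 hr at 37 °C/5% CO2, ONE-Glo was added and luciferase measured 30 min later.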
MLL CXXC-DNA inh: qHTS Fluorescence Polarization Assay for Inhibitors of MLL CXXC domain - DNA interaction; hit rate 0.037% among 290,000; Histone-lysine N-methyltransferase 2A (Homo sapiens), Q03164; MLL-CXXC / FITC-HOXA9 DNA fluorescence polarization; Potency, µM (highest dose often 115 µM), for inactives: at the top dose activity change, negative = inhibition, hits mostly inhibitors; active means well fitted inhibition curve with a large enough effect in the polarisation, with a control signal flat, not every such curve was filed as active; inconclusive means small, poorly fitted or top-dose-only effect, or effect the other way, or a change in a side signal; inactive means no such curve, though single readings can be large or run the other way; the % refers to the polarisation; further: potency means the concentration at half of the fitted maximal effect
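Steps: dispense CXXC domain solution (7 uM) → pin compounds or unlabeled HOX-A9 DNA control → 5 min ambient → add FLSN-HOX-A9 solution (50 nM) → spin → 30 min ambient → fluorescence polarization. Tris pH 7.5/NaCl/DTT/BSA buffer.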
Integrin act MD: qHTS for Activators of Integrin-Mediated Alleviation for Muscular Dystrophy; hit rate 0.064% among 350,000; Potency, µM (highest dose often 38.3 µM), for the others: at the top dose activation, actives largely listed as activators; alpha7betagal myoblasts, beta-gal FDG fluorescence, 48 h;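 further: potency means the concentration at half of the fitted maximal effect; 100% = response of the positive control SU9516; nearly all actives have a fitted effect of over 60% in size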
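alpha7betagal+/- myoblasts (passage 13, 250/well) treated 48 h at 37C with compounds at 1:260 dilution of DMSO stock. Lysed, then beta-galactosidase activity read as FDG fluorescence (ex 480/em 540) after 30 min, with pre-read for autofluorescence.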
A-T KAP1 phos: qHTS Assay for Identifying a Potential Treatment of Ataxia-Telangiectasia | […] A-T fibroblasts, KAP-1 phosphorylation AlphaLISA; neocarzinostatin DNA damage 30 min before lysis | hit rate 0.19% among 320,000 | Potency, µM (titrated, usually from 57.5 µM), without a hit: at the top dose activation, hits mostly activators; further: potency means the concentration at half of the fitted maximal effect; % of control where 0% means no effect; nearly all actives have a fitted effect of over 45% in size
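hTERT-immortalized A-T patient fibroblasts ([…]), 500 cells/well in OPTI-MEM, 1% FBS, got compounds for 60 min, then NCS for 30 min at 37C. Lysates were then assayed for phospho-KAP-1 by AlphaLISA (anti-pKAP1 donor, anti-KAP1 acceptor beads), 6 hr at 25C.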
BRCA1 expr act: qHTS Assay to Identify Small Molecule Activators of BRCA1 Expression | hit rate 1.1% among 380,000 | MCF7-BRCA1-FFLuc reporter, luminescence, 48 h; response scale: scaled: vehicle 0%, 10 µM genistein 100% | Potency, µM (titrated, usually from 46.1 µM), without a hit: top-dose activation, hits mostly activators; further: potency means the concentration at half of the fitted maximal effect; nearly all actives have a fitted effect of over 80% in size; some results filed as inactive show a strong effect at the top dose
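Cells: MCF7-BRCA1-FFLuc, 2000/well. Exposure: 48 h, 37 °C, 5% CO2. Read: luminescence, 15 min post-substrate. Controls: genistein 10 microM (maximal activation), DMSO (neutral).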
TRPV1 ag: HTS Assay for Compounds that Act as Agonists of the Vanilloid Receptor 1 | TRPV1-expressing cells, Fluo-8 calcium influx, agonist mode | activation, % at 8.33 µM | hit rate 0.19% among 320,000 | AID 540275, 2011; in the data active means activation above about 80%; inconclusive means between about 30% and that limit; further: 0% is about no effect
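TRPV1-expressing cells were cultured overnight at 35.5C and loaded with Fluo-8 calcium dye for 40 to 90 min at room temperature. After a 10 s baseline, compound was added and calcium influx was read kinetically for 3 min (ex 480/em 520 nm).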
TCR act: Activators of T cell receptors: qHTS campaign; primary human leukocytes, anti-CD3, IL-2 HTRF, 48 h; Potency, µM (top dose mostly 9.22 µM), for the others: at the highest dose activation of IL-2 secretion, most hits filed as activators; 330,000 tested, under 10 active; AID 504894, 2011; further: % of control where 0% means no effect
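Compounds are tested in HTS on primary human leukocytes co-incubated with a-CD3 beads for 48 hr. IL-2 output is measured by time-resolved FRET.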
B2AR arrestin: qHTS assay of beta-arrestin-biased ligands of beta2-adrenergic receptor; beta-arrestin recruitment to beta2AR, cell-based reporter; Potency, µM (titrated, usually from 46.1 µM), inactives show at the highest dose activation, usual class: activators; hit rate 0.02% among 330,000; AID 492947, 2010;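 further: potency means the concentration at half of the fitted maximal effect; 0% = DMSO controls and full agonism = EC100 isoproterenol or metaproterenol; nearly all actives have a fitted effect of over 65% in size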
Target sequence (P07550 whole entry, looked up): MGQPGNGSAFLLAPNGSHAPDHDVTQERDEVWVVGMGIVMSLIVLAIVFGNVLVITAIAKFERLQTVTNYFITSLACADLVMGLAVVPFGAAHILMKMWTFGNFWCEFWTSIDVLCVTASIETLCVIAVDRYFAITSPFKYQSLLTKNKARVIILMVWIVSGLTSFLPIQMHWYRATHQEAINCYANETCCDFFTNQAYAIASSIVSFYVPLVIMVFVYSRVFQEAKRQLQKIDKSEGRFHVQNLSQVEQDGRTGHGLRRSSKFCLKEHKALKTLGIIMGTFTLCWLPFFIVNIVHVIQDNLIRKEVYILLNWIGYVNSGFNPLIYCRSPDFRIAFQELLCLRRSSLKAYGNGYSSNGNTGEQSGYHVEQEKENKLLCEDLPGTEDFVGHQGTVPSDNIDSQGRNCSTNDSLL
TSG101-PTAP inh: qHTS Assay for Iinhibitors of HIV-1 Budding by Blocking the Interaction of PTAP/TSG101; Potency, µM (series often up to 115 µM), without a hit: top-dose activity change, negative = inhibition, usual class: inhibitors; Fluorescence polarization, FITC-PTAP peptide / Tsg101 binding; Tumor susceptibility gene 101 protein (Homo sapiens), Q99816; 340,000 tested, under 10 active; active means well fitted inhibition curve with a large enough effect in the main read-out, with a control signal flat, not every such curve was filed as active; inconclusive means small, poorly fitted or top-dose-only effect, or effect the other way, or a change in a side signal; inactive means no such curve, though single readings can be large or run the other way; further: potency means the concentration at half of the fitted maximal effect; % of control where 0% means no effect
Target sequence (Q99816 whole entry, looked up): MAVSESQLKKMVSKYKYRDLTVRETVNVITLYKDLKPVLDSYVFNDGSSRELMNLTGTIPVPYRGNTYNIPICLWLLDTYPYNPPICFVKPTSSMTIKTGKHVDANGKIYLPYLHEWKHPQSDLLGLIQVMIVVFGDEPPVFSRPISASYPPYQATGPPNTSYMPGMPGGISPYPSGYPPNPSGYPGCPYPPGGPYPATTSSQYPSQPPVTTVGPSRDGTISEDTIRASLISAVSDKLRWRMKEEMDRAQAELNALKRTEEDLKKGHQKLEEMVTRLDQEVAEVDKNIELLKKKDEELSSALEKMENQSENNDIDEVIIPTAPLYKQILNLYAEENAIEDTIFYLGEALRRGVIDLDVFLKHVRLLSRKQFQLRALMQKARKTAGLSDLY
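Compounds were pin-transferred onto Tsg101 binding domain (10 uM final) in HEPES pH 7.5 buffer, then FITC-PTAP peptide was added at 50 nM final. After 20 min at RT, polarization reported peptide displacement across a qHTS concentration series.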
p53 reactivation: qHTS assay for re-activators of p53 using a Luc reporter. H1299 p53-A138V BP100-luciferase reporter, luminescence, 24 h. Potency, µM (doses to about 92.2 µM), for inactives: at the top dose activity change, positive = activation, actives largely listed as activators. hit rate 0.063% among 320,000. AID 504706, 2011; further: potency means the concentration at half of the fitted maximal effect; % of control where 0% means no effect; nearly all actives have a fitted effect of over 45% in size
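p53-null H1299 cells stably carrying temperature-sensitive p53-A138V and a BP100-luciferase reporter were pinned with compounds (4-point, 1:5 series) and held 24 hrs at 37 deg C. Luminescence was read 10 min after detection reagent.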
* = called active by the depositor; u = inconclusive; x = not tested or not shown; [ ] = remark or other dose. Unless noted, the call rests on the fitted dose curve; in most records, active means well fitted curve in the direction sought with a large enough effect; inconclusive means small, poorly fitted or top-dose-only effect, or another doubt; inactive means no such curve, though single readings can be large; an effect the other way counts as inactive or inconclusive.

SMILES | ELG1 DNA repair | MLL CXXC-DNA inh | Integrin act MD | A-T KAP1 phos | BRCA1 expr act | TRPV1 ag | TCR act | B2AR arrestin | TSG101-PTAP inh | p53 reactivation
N#Cc1cccc(C(c2nnnn2Cc2ccccc2)N2CCCC2)c1 (stereo not given) | 3.4% | 6.8% | -3.8% | 5.5% | -28.7% | 5.3 | 16.7% | -1.2% | -3.3% | -2.9%
CC(=O)NC(CCS(C)(=O)=O)C(=O)Nc1cccc(C)c1C (stereo not given) | 10.2% | 8.4% | -8.2% | 5.9% | -1.7% | 3.2 | -4.4%[46.1 µM] | 0.1% | -0.2% | u
O=C(CCC1CCCNC1)c1ccccc1 (stereo not given) | -6.8% | 82.9%[activator] | x | -14.4% | x | -1.1 | x | -0.2% | x | 24.6%
ClC1(Cl)CC1Cn1cnc2ccccc21 (stereo not given) | -6.6% | -3.0% | 0.0% | 2.0% | 17.5% | 0.1 | 2.3% | 0.4% | -5.2% | -1.9%
COc1ccc(N2CCN(C(=O)CSc3ncccc3-c3nc4ccccc4[nH]3)CC2)cc1 | 16.5% | 10.0% | 2.1%[7.66 µM] | -2.3% | 0.5% | -1.7 | x | -1.2% | -2.6% | u
O=c1c2cc(Br)ccc2[nH]c(=S)n1Cc1cccnc1 | -5.1% | 18.7% | 10.1% | 4.2% | 3.3% | 25.1 | 3.2% | -0.5% | -6.8% | -2.8%
CC(Sc1nnc(C(C)N(C)C)n1-c1ccc(Cl)cc1)C(=O)Nc1ccc2c(c1)OCO2 (stereo not given) | -6.7% | 6.6% | 1.3% | 1.7% | 4.6% | 0.4 | 2.6% | 4.8% | -1.9% | 2.2%
CN(C)S(=O)(=O)c1cccc(NC(=O)CNCC2CCCCC2)c1 | 0.8% | -6.5% | -41.9% | 8.1% | -4.2% | 13.8 | 2.9% | 0.4% | -4.3% | -2.0%
CC1=NN(c2ccccc2)C(=O)/C1=C/c1c(O)n(-c2ccc(F)cc2)[nH]c1=O | u | u | -15.9% | -3.7% | -78.4%[inhibitor] | -3.3 | 6.1% | -0.3% | -6.4% | u
Cc1ccc(Oc2nc3ccccn3c(=O)c2/C=C(\C#N)C(=O)NC2CCS(=O)(=O)C2)c(C)c1 (stereo not given) | 9.4% | -9.5% | 6.2% | 8.7% | -4.4% | 1.8 | -10.7% | -1.4% | -1.4% | 4.5%
O=C(Nc1cccnc1)c1ccc(F)c(S(=O)(=O)N2CCOCC2)c1 | -13.7% | -3.5% | 23.3% | 1.6% | -6.1% | -2.1 | -0.2% | -0.3% | -1.6% | 4.3%
O=C(COC(=O)c1cccc(NS(=O)(=O)c2ccc(F)c(F)c2)c1)NC(=O)NC1CCCC1 | u | 7.8% | -30.9% | -2.9% | -13.6% | -1.8 | 7.7%[46.1 µM] | -0.1% | -2.8% | 2.7%
COC(=O)c1ccc(NC(=O)C2CCCN(S(=O)(=O)c3cnc[nH]3)C2)cc1 (stereo not given) | 7.8% | -9.4% | 13.0% | 2.7% | 0.7% | 3.6 | -2.5% | -0.2% | 1.5% | -5.7%
Nc1cccc(NC(=O)CN2CCOCC2)c1 | -0.9% | 12.0% | 20.3% | 0.5% | -18.5% | -3.6 | x | -1.1% | -5.8% | x
CCOC(=O)C1(P(=O)(c2ccccc2)c2ccccc2)CCC1 | -2.0% | -0.4% | -6.8% | -2.3% | 7.5% | 0.5 | 3.3% | -0.2% | -0.5% | -2.5%
Nc1cc(=O)[nH]c(SCC(=O)N2CCN(S(=O)(=O)c3ccc4ccccc4c3)CC2)n1 | 9.4% | 6.8% | -9.8% | 6.5% | -2.2% | 1.2 | 1.4% | 0.4% | -0.6% | 1.4%
COc1ccc(-c2oc3ncn(Cc4ccco4)c(=N)c3c2-c2ccc(OC)cc2)cc1 | u | 29.9% | 14.0% | 15.7% | -44.9% | 0.1 | 0.7% | -0.1% | -3.8% | -4.7%
COc1ccc(S(=O)(=O)N2CCCC(C(=O)N3CCN(c4ccccc4)CC3)C2)cc1Cl (stereo not given) | u | 13.3% | -6.5% | 3.8% | -38.2% | 12.4 | 5.0% | -0.4% | -2.7% | -17.6%
O=C(NCc1ccc(F)cc1)C1CCC(=O)N1C1CCCCC1 (stereo not given) | 1.6% | -1.5% | -3.0% | -13.1% | 6.0% | 1.4 | -7.5% | 0.5% | 1.0% | -1.3%
Cn1c(C(=O)N2CCCC(C(=O)c3ccc(C(F)(F)F)cc3)C2)cc(=O)n(C)c1=O (stereo not given) | 1.7% | 2.9% | -8.8% | 13.1% | -8.3% | 1.3 | -9.8% | -0.3% | 0.0% | 2.7%
Cc1ccc(Cl)cc1N1CCN(C(=O)c2ccc3nc[nH]c3c2)CC1 | -17.6% | -2.5% | 5.7% | 3.0% | -43.4% | 22.2 | 1.4%[46.1 µM] | -1.0% | -1.4% | -12.1%
COc1cc2c(cc1NC(=O)COC(=O)[C@@H](NC(=O)c1ccccc1)C(C)C)oc1ccccc12 | u | 5.7% | -12.7% | 0.1% | -10.1% | -0.3 | -6.7%[46.1 µM] | 0.1% | -0.5% | 25.3%
CCc1ccc(NC(=O)CSc2nnc(COc3ccc4c(c3)CCCC4)o2)cc1 | -23.8% | 11.3% | -10.6% | -3.2% | -27.4% | -0.6 | 4.2% | -0.7% | 0.1% | -2.4%
CCC1CN(C(=O)NCc2ccc(C)cc2)c2cc(Cl)ccc2O1 (stereo not given) | -21.9% | 18.9% | 13.7% | 8.6% | -30.6% | 25.8 | 6.5% | -1.7% | 0.1% | -0.3%
CN(C)C(CNC(=O)c1ccc(OCc2cn3ccccc3n2)cc1)c1ccco1 (stereo not given) | u | x | 7.2% | -21.1% | 41.6% | 0.6 | 1.4% | 0.2% | -0.9% | u
COc1ccc(/C=C/c2ccccc2)cc1[C@H]1[C@@H]2C=CCC[C@@]2(C)C(=O)N1Cc1ccccc1 | 0.0% | 5.9% | 0.0% | -16.1% | -8.1% | u | -1.8% | -0.3% | -3.0% | u
O=C(NCC(c1ccc(F)cc1)N1CCOCC1)c1ccco1 (stereo not given) | 26.4% | x | 12.8% | -1.8% | -2.4% | -0.2 | 1.3% | 0.3% | -0.7% | 5.4%
COc1ccc(C(=O)N2CCN(S(=O)(=O)c3ccc4c(c3)OCCO4)CC2)cc1OC | -25.0% | x | u | 0.7% | 0.3% | 0.3 | 1.9% | 0.3% | -7.5% | -10.3%
COc1ccc(CN(CC(=O)NCc2ccc(F)cc2)C(=O)c2ccco2)cc1 | -3.6% | -7.7% | 4.1% | -3.7% | -9.3% | 15.5 | -1.7% | 0.0% | -1.0% | -1.5%
CCn1ccnc1CN(C)Cc1nc(-c2cccc(Cl)c2)no1 | u | u | -13.6% | 3.0% | 54.9% | 11.4 | -0.5% | -0.6% | -12.9% | 6.2%

Entries of single compounds, looked up by structure. Screens in order: ELG1 DNA repair, MLL CXXC-DNA inh, Integrin act MD, A-T KAP1 phos, BRCA1 expr act, TRPV1 ag, TCR act, B2AR arrestin, TSG101-PTAP inh, p53 reactivation
`COc1ccc(-c2oc3ncn(Cc4ccco4)c(=N)c3c2-c2ccc(OC)cc2)cc1` is listed with u, 29.9%, 14.0%, 15.7%, -44.9%, 0.1, 0.7%, -0.1%, -3.8%, -4.7%
`O=C(CCC1CCCNC1)c1ccccc1` (stereo not given) is listed with -6.8%, 82.9%[activator], x, -14.4%, x, -1.1, x, -0.2%, x, 24.6%

Further results:
SMILES | ELG1 DNA repair | MLL CXXC-DNA inh | Integrin act MD | A-T KAP1 phos | BRCA1 expr act | TRPV1 ag | TCR act | B2AR arrestin | TSG101-PTAP inh | p53 reactivation
CC(=O)Nc1ccc(SCC(=O)N(C)C2CCS(=O)(=O)C2)cc1 (stereo not given) | 15.3% | 2.5% | -9.6% | 3.2% | 13.6% | 2.9 | -4.5% | -0.3% | 0.8% | 0.9%
CC(C)=CCC/C(C)=C/COc1c2occc2cc2ccc(=O)oc12 | 0.9% | x | -1.2% | 9.9% | 21.1% | x | 14.9% | -0.6% | -6.9% | -6.5%
Cc1cccc(NS(=O)(=O)c2c(C(=O)N3CCOCC3)c(C)n(C)c2C)c1C | 11.2% | 2.6% | 7.8% | -1.0% | -2.4% | -3.2 | -4.2% | 0.2% | -0.9% | 1.9%
CNC(=O)c1ccc(-n2cccn2)nc1 | 10.9% | 2.6% | -4.3% | 5.8% | 6.6% | -1.4 | 0.6% | -0.1% | -7.4% | -2.4%
